# NadD inh: NadD (S. aureus) enzyme inhibition; inhibition, % at 20 µM; 360,000 tested, 0.78% active; purified NadD enzyme, colorimetric absorbance read-out; AID 602399; in the data active = inhibition above about 26%; note: some compounds past the cut are filed as inactive
# SUMO1 PPI mod: alters human SUMO1 binding to SIM partners; P63165; SUMO1 binding to a labelled peptide, TR-FRET, 1 h; inhibition, % at 20 µM; 360,000 tested, 0.33% active; in the data active = inhibition above about 37%
# LMPTP inh: LMPTP (human) inhibition; P24666; recombinant LMPTP-A, OMFP fluorogenic substrate, fluorescence intensity; inhibition, % at 20 µM; 360,000 tested, 0.22% active;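 active = compounds that cut the enzyme signal by at least half of the control window in the single-dose screen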;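 note: plate controls were DMSO wells with enzyme plus substrate for no effect and substrate without enzyme for full effect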
#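 Buffer or medium: Bis-Tris pH 6.0, DTT, detergent; Assay system: LMPTP-A enzyme; Quantity: 0.625 nM enzyme; Detection: endpoint fluorescence intensity; Times: 50 min dark incubation at room temperature; Controls: substrate-only low control, DMSO enzyme-plus-substrate high control; Doses: single 20 µM dose; Read-out: percent inhibition versus substrate-only and uninhibited controls; Reagent: 400 µM OMFP.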
# Scp-1 inhibitor: blocks human Scp-1 phosphatase activity; Recombinant Scp1, phosphopeptide, malachite green phosphate absorbance; inhibition, % at 20 µM; 340,000 tested, 0.88% active; AID 493091;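 active = inhibition above about 50% at 20 µM, limit read from the data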;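 note: plate controls were DMSO wells with enzyme for no effect and wells lacking enzyme for full effect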
#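 Assay system: SCP-1 catalytic fragment, aa 76-261 | Buffer or medium: Tris acetate buffer pH 5.5 with MgCl2 and Tween-20 | Compound: One concentration, 20 µM, with 1.0% DMSO | Also added: Phospho 17-mer peptide substrate | Signal: Absorbance at 630 nm | Incubation: 45 min enzyme reaction at room temperature | Measure: % inhibition of SCP-1 phosphate liberation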
# STEP inh: STEP (human) phosphatase inhibition | P54829 | recombinant STEP, OMFP fluorogenic substrate, fluorescence | inhibition, % at 20 µM | 360,000 tested, 0.25% active;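 active = inhibition at 20 µM, scaled per plate between control wells, above about 37%, limit read from the data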;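 note: 0% = DMSO with enzyme and substrate and 100% = substrate only without enzyme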
#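 System: STEP phosphatase, cell-free reaction; Buffer or medium: Bis-Tris pH 6.0 buffer with DTT, detergent; Incubation: 20 min at room temperature, dark; Measured by: fluorescence, 480/540 nm.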
# Neddylation inh: blocks human cullin neddylation; P61081+Q13564; TR-FRET cullin neddylation, biochemical; calls only at 25 µM; 360,000 tested, 0.58% active; in the data active = inhibition above about 36%
# Rin1 Abl inh: blocks binding of human Rin1 to Abl; P00519+Q13671; TR-FRET Rin1/Abl binding, biochemical; inhibition, % at 7.35 µM; 360,000 tested, 0.4% active; in the data active = inhibition above about 5%, passing the limit was not always enough
# CSN inh: inhibitors of human CSN-mediated cullin deneddylation; Q92905; Purified CSN, SCF-Nedd8-OG deneddylation, fluorescence polarization; inhibition, % at 12.5 µM; 360,000 tested, 0.38% active; AID 651999;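 active = pattern-corrected inhibition above about 35%, with an unprinted fluorescence ratio check between 0.5 and 1.5, limit read from the data, passing the limit was not always enough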;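 note: 0% = enzyme with substrate and 100% = substrate without enzyme; some results filed as inactive read as strong as hits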
#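 Material: purified human Csn5 enzyme expressed in HEK293T cells / Medium: Tris buffer pH 7.5, NaCl, DTT, Tween-20, trehalose, ovalbumin / Compound dosing: 12.5 µM single point / Schedule: 90 min incubation of compound, enzyme and substrate at room temperature / Signal: fluorescence polarization of the substrate / Control set: no-enzyme wells high, enzyme-with-substrate wells low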
# Rpn11 inh: inhibitors of human proteasome Rpn11; O00487; human 26S proteasome, Ub4-pepOG fluorescence polarization; 20S core pre-blocked with epoxomicin; calls only at 20 µM; 360,000 tested, 0.59% active; AID 588493;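 active = inhibition at 20 µM, scaled to each plate's controls, above about 33%, limit read from the data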
# DNMT1 block: DNMT1 (human) enzyme inhibition; P26358; DNMT1 molecular beacon, Hinp1I cleavage, fluorescence; inhibition (reported as % activation of signal), % at 10 µM; 360,000 tested, 0.83% active; in the data active = inhibition above about 50%
# The depositor's hits bear a star; i = inactive; . = no result given; + = active, no number. A portion of the library. The share of hits here may be higher or lower than overall.
mol	NadD inh	SUMO1 PPI mod	LMPTP inh	Scp-1 inhibitor	STEP inh	Neddylation inh	Rin1 Abl inh	CSN inh	Rpn11 inh	DNMT1 block
CN1CC(C(=O)c2ccccc2)C(C(=O)c2ccccc2)C1 (centres undefined)	2	-2	0.1	-7	2	i	-1	1	i	1
CCOC(=O)C1=C(N)OC2=C(C(=O)CC(C)(C)C2)C12C(=O)Nc1ccccc12 (centres undefined)	6	1	-0.7	-4	-4	i	1	5	i	0
CC(C)Sc1nnc([C@@H](N)Cc2c[nH]c3ccccc23)o1	2	5	-3.0	-5	-4	i	1	1	i	-4
O=c1[nH]c(=S)[nH]c(O)c1N=Nc1cc2c(cc1[N+](=O)[O-])OCO2	-5	-37	9.2	-7	8	i	-4	-3	i	-1
COc1ccc(-n2c(/C=C/c3ccc(O)c(O)c3)nc3ccccc3c2=O)cc1	8	-25	4.9	5	6	i	2	24	+	-3
CNC(=O)N(C)c1ccc(C(O)(C(=O)OC)C(F)(F)F)cc1 (centres undefined)	-1	2	-1.0	-7	0	i	2	2	i	-2
O=C(c1cccc(C(F)(F)F)c1)N1C[C@H]2C[C@@H](C1)c1cccc(=O)n1C2	-3	-6	0.2	-10	-4	i	1	0	i	-1
C[C@@H]1O[C@@H](O[C@H]2C[C@@H](O)[C@]3(CO)[C@@H]4C(CC[C@]3(O)C2)[C@@]2(O)CC[C@H](C3COC(=O)C3)[C@@]2(C)C[C@H]4O)[C@H](O)[C@H](O)[C@H]1O (some centres undefined)	-4	3	-3.1	-6	0	i	-2	3	i	-1
Cc1cc(/C=C2\C(=O)NC(=O)N(C)C2=O)c(C)n1-c1ccc2c(c1)OCO2	8	-8	1.5	23	-2	i	1	3	i	6
O=P(CCl)(Nc1ccccc1)C(Cl)(Cl)Cl (centres undefined)	-6	3	0.0	-7	-1	i	-2	-1	i	4
COc1nc2ccccc2nc1N1CCN(C)CC1	0	-1	-1.5	-10	2	i	2	0	i	2
CC(C)OP(=O)(Oc1ccc(C(O)C(Cl)(Cl)Cl)cc1)OC(C)C (centres undefined)	-10	3	0.0	-3	-2	i	0	2	i	0
Cn1cccc1CNCCc1ccccc1F	-3	1	0.0	1	-4	i	4	-2	i	-13
Cc1cc(N2CCOCC2)nc2ccc(NC(=O)CCC(=O)N3CCC4(CC3)OCCO4)cc12	4	-7	0.7	-4	-4	.	-1	-4	i	-6
CC(=NCc1ccc2c(c1)OCO2)c1c(O)n(-c2ccc(C)cc2)c(=O)[nH]c1=O	-6	2	1.0	-13	1	i	1	-1	i	1
O=c1c2ccccc2nc(-c2ccoc2)n1-c1ccccc1Cl	-4	-12	-0.3	0	-5	i	-3	4	i	2
Cc1cc(-c2ccccc2)cc(C)[n+]1Cc1ccccc1	-1	-2	-1.4	4	-2	i	-1	-2	i	2
COc1ccc(-c2cc(=Nc3cccc(C(=O)O)c3)c3cc(C)ccc3o2)cc1	7	-10	0.2	11	5	.	5	5	i	0
COC(=O)C1=C(c2cccc(C#N)c2)C[C@@H]2CC[C@H]1N2C(=O)NCCOc1ccccc1Cl	2	2	0.4	-14	7	i	0	-3	i	0
CCOc1cc2c(cc1OCC)-n1cccc1C(c1cccc(F)c1F)NC2 (centres undefined)	-10	-1	-1.1	-6	2	i	-3	3	i	3
COC(=O)C1=CO[C@@H](C)[C@@H]2CN(CCc3c[nH]c4ccccc34)CC[C@H]12	5	4	-0.7	1	-1	i	-4	3	i	-9
CC(NCC#Cc1ccccc1)C(O)c1ccccc1 (centres undefined)	-7	3	-1.4	2	0	i	3	-2	i	1
CCC(=NCCCn1ccnc1)c1c(O)n(-c2ccc(OC)cc2)c(=O)[nH]c1=O	-1	7	-4.3	-4	-3	i	1	-1	i	2
Cn1c(O)c(C=NCCc2c[nH]c3ccccc23)c(=O)n(C)c1=O	-4	-1	-1.3	-14	1	i	4	-3	i	-2
CC(=Nc1ccc2c(c1)CCC2)c1c(O)n(C)c(=O)n(C)c1=O	-2	4	-0.4	-5	-3	i	0	-4	i	5

# Next records.
mol	NadD inh	SUMO1 PPI mod	LMPTP inh	Scp-1 inhibitor	STEP inh	Neddylation inh	Rin1 Abl inh	CSN inh	Rpn11 inh	DNMT1 block
CCOC(=O)c1ccccc1N	1	6	-0.4	-10	1	i	-2	7	i	-1
CC[C@H]1c2ccccc2[C@@H]2CC[C@H]1N2c1ccccc1	.	2	2.0	.	.	i	.	-2	.	.
COC(=O)C1=C(c2ccc(Cl)c(C(F)(F)F)c2)C[C@@H]2CC[C@H]1N2C(=O)NCCO	-4	3	-0.4	-6	-3	i	-1	1	i	-2
CC(=O)[C@H]1CC[C@H]2[C@@H]3CC[C@H]4C[C@H](O)CC[C@]4(C)[C@H]3C(=O)C[C@]12C	-4	2	-0.9	-4	-2	i	4	-5	i	1
CCN1C(=O)/C(=C/c2ccc(N(CC)CC)cc2OC)C(=O)NC1=S	11	2	-1.0	1	-4	i	-3	15	i	-1
COC(=O)C1=C(c2ccc3ccccc3c2)C[C@@H]2CC[C@H]1N2C	-1	-2	1.0	3	4	i	3	-4	i	2
CCCN1CC(C)C(OC(C)=O)(c2ccccc2)CC1C (centres undefined)	11	2	0.9	-2	-1	i	-5	0	i	2
CCCC(=O)c1c(O)[nH]c(=O)[nH]c1=O	-1	5	-1.1	-4	1	i	-4	-2	i	10
COc1ccccc1-n1c(O)c(C=NC2CC2)c(=O)[nH]c1=O	8	-2	-0.8	-11	2	i	-2	11	i	-4
Cc1ccc(Cn2nnnc2CN2CCC(n3nnc4cc(C)ccc43)CC2)cc1	1	-1	1.6	-1	2	i	1	-3	i	-6
O=P(Oc1ccccc1)(Oc1ccccc1)N1CCN(c2ccc(F)cc2)CC1	2	4	2.2	-3	2	i	2	0	i	4
COC(=O)C1=C(c2c(C)noc2C)C[C@@H]2CC[C@H]1N2C(=O)N1CCCCC1	0	4	-1.0	-3	1	i	4	0	i	5
O=C1C=C2c3ccccc3CC(C(=O)O)C2CC1 (centres undefined)	-4	-6	-0.4	.	3	i	-1	-1	i	-4
CCCN1CCC[C@H](c2cccc(O)c2)C1	2	2	-0.7	-21	0	i	-4	-2	i	-3
CCCCCCN=Cc1c(O)n(C)c(=O)n(C)c1=O	0	-2	-1.6	-6	-1	i	-1	-3	i	0
COC(=O)[C@@]1(C#N)[C@@H]2C=CC(C(C)=O)=CN2[C@@H](C(N)=O)[C@@H]1c1ccc(F)cc1	3	-12	0.4	7	-2	i	-3	-3	i	-2
CCOC(=O)N(C)c1ccc(C(O)(C(=O)OC)C(F)(F)F)cc1 (centres undefined)	2	0	-2.8	1	-2	i	-3	-4	i	0
CCN1C(=O)CC(=O)N(CC)C1=S	-2	8	-1.3	.	3	i	-3	-4	i	-2
CN(Cc1cccc(-c2cccnc2)c1)C(=O)Oc1ccc([N+](=O)[O-])cc1	-6	-23	-0.3	.	.	i	.	-1	.	.
COC(=O)C1=C(c2ccc(OC)c(OC)c2)C[C@@H]2CC[C@H]1N2C(=O)N1CCCCC1	4	0	-1.4	-1	2	i	0	0	i	6
CCCCCN1C(=O)c2ccccc2[C@@]2(C(=O)OCC)Cc3cc(OC)ccc3[C@@H]12	-5	2	2.3	.	.	i	.	0	.	.
O=C1NCN(c2ccccc2)C12CCN(C(c1ccnc3ccccc13)c1nnnn1Cc1ccccc1)CC2 (centres undefined)	5	4	2.4	.	3	i	4	6	i	-15
CC[C@H]1CN(C)C[C@@]2(C(=O)OC)Cc3c([nH]c4ccccc34)C(=O)C[C@@H]12	7	-11	-1.3	-1	0	i	-5	4	i	-3
CC(O)(CS(=O)(=O)c1ccccc1)C(=O)Nc1ccc(C(F)(F)F)cc1 (centres undefined)	4	-1	-0.5	-1	-4	i	0	-3	i	1
O=c1c2ccccc2nc(-c2ccccc2Cl)n1-c1cccc(O)c1	-6	-6	-1.2	-3	-3	i	-2	3	i	1

# 4 compounds already listed, arranged by SMILES length, rising:
mol	NadD inh	SUMO1 PPI mod	LMPTP inh	Scp-1 inhibitor	STEP inh	Neddylation inh	Rin1 Abl inh	CSN inh	Rpn11 inh	DNMT1 block
CCCCCCN=Cc1c(O)n(C)c(=O)n(C)c1=O	0	-2	-1.6	-6	-1	i	-1	-3	i	0
CCCN1CC(C)C(OC(C)=O)(c2ccccc2)CC1C (centres undefined)	11	2	0.9	-2	-1	i	-5	0	i	2
CCOC(=O)N(C)c1ccc(C(O)(C(=O)OC)C(F)(F)F)cc1 (centres undefined)	2	0	-2.8	1	-2	i	-3	-4	i	0
CN(Cc1cccc(-c2cccnc2)c1)C(=O)Oc1ccc([N+](=O)[O-])cc1	-6	-23	-0.3	.	.	i	.	-1	.	.

# Carrying on.
mol	NadD inh	SUMO1 PPI mod	LMPTP inh	Scp-1 inhibitor	STEP inh	Neddylation inh	Rin1 Abl inh	CSN inh	Rpn11 inh	DNMT1 block
Cc1ccc(N)cc1N	3	6	-0.4	-6	-1	i	2	-1	i	-4
CCCS(=O)(=O)N1CCC(C(=O)N2CCC3(CC2)OCCO3)CC1	5	0	-0.2	-2	1	i	-4	-8	i	1
O=C(O)c1nonc1-c1nonc1C(=O)O	1	-3	-0.6	-5	0	i	-1	-3	i	3
CC#CP(=O)(OCC)C(O)(c1ccccc1)C(F)(F)F (centres undefined)	0	-3	-1.7	6	-3	i	0	-2	i	3
COc1ccccc1-n1c(O)c(/C=N/NC(=S)Nc2ccccc2)c(=O)[nH]c1=S	-4	-3	-2.7	24	1	i	-1	0	i	0
COc1ccc(CNC(C)Cc2cccs2)cc1 (centres undefined)	-8	-4	-2.8	-7	-2	i	-1	1	i	3
CCOC(=O)c1c(C)n(Cc2ccc(F)cc2)c2ccc(O)cc12	1	1	4.9	-2	0	i	-2	2	i	-8
Cc1cccc(-c2nc3ccc(C(=O)N4CCC5(CC4)OCCO5)cc3nc2-c2cccc(C)c2)c1	-13	-15	3.9	-6	3	.	0	0	i	0
O=[N+]([O-])c1ccc(N2CCOCC2)c2ccncc12	13	-34	1.4	-2	1	i	-9	-3	i	-3
COc1ccc(CCNCc2ccc(OC)c(OC)c2OC)cc1	-4	-2	-0.7	-5	1	i	0	-5	i	-9
C[C@]12CCC3C(CC[C@H]4C[C@@H](O)CC[C@]34C)C1C[C@@H](O)[C@]2(C)O (some centres undefined)	-2	-2	-1.9	-12	-4	i	6	-1	i	1
Cc1nn(Cc2ccc(Cl)cc2Cl)c(Cl)c1C(=O)NC1CCCc2ccccc21 (centres undefined)	-4	-2	1.5	-7	-3	i	0	-1	i	6
COc1ccc(C(c2nnnn2Cc2ccccc2)N2CCC3(CC2)C(=O)NCN3c2ccccc2)cc1 (centres undefined)	6	5	3.0	.	2	i	3	1	i	-3

# Compound activity (PubChem BioAssay)
